TRPC6 activator: activators of mouse TRPC6 channel; AID 2550; HEK293-TRPC6 membrane potential dye fluorescence; hits give high values; B-score at 10 µM; 0.13% of 310,000 active;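 active = B-score of the integrated fluorescence ratio above library mean plus 3 SD, and starting fluorescence ratio within library mean plus 5 SD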;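 also: higher score means more depolarization so channel activation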
MrgX1 antag: antagonists of human MrgX1 receptor; Q96LB2; MRGX1-HEK293 calcium flux, Fluo-4, BAM8-22 antagonism; hits give low values; 1.3% of 310,000 active; B-score at 10 µM;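 active = calcium-response B-score plate-corrected more than 3 library SD below zero, starting fluorescence within 5 deviations, no agonist response on first addition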;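 also: peak minus trough fluorescence over baseline after final BAM8-22 challenge near maximal dose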
Target sequence (Q96LB2 whole entry, looked up): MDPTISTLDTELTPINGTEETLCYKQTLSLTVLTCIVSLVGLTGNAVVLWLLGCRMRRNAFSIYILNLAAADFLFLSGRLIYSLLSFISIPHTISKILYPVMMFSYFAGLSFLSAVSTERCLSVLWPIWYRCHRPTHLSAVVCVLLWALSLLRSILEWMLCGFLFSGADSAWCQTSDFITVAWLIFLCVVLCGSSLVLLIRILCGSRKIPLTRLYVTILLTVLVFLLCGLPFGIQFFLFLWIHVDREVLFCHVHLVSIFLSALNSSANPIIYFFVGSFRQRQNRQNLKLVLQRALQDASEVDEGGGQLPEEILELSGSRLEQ
MrgX1 PAM: allosterically activates human MrgX1 receptor signaling; B-score at 10 µM; 0.63% of 310,000 active; MrgX1-HEK293, Fluo-4 calcium flux, FDSS; hits give high values;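 active = plate-corrected calcium response at least 3 library SD above typical, normal starting fluorescence, not activating the receptor alone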;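 also: compound read alongside a low EC10 to EC30 dose of BAM8-22 agonist; peak minus trough fluorescence over baseline measured at the second addition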
TRPC4 block: TRPC4 (mouse) channel inhibition | HEK293 TRPC4beta/mu-opioid, DAMGO-evoked Fluo4 calcium flux; hits give low values | B-score at 10 µM | 0.39% of 300,000 active;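 active = B-score over 3 SD under the library average, no early fluorescence shift, positive overall ratio signal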
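Assay system: HEK293 cells with stable TRPC4beta plus mu-opioid receptor expression; Probe or stimulus: DAMGO in two steps, submaximal then maximal; Dosing: single-point compound dosing; Measured by: Fluo4 calcium-dye fluorescence, kinetic read; Read-out basis: B score from integrated Fluo4 fluorescence ratio.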
Platelet DG rel: platelet dense granule release activity | human platelet-rich plasma, SFLLRN dense granule ATP release, luminescence | inhibition, %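 (compounds screened at 7.5 µM in platelet-rich plasma)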 | 0.22% of 300,000 active;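 active = mean replicate score, as percent of positive control, at or above 50; inconclusive = mean below 50 but at least one replicate at or above 50; inactive = mean and every replicate below 50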
MrgX1 ag: activates human MrgX1 receptor signaling; AID 588627; MrgX1-HEK293 cells, Fluo-4 calcium fluorescence, agonist mode; hits give high values; 0.44% of 310,000 active; B-score at 10 µM; Q96LB2;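 active = calcium response B-score plate-corrected fluorescence ratio at least 3 library SD, with starting fluorescence B-score inside 5 SD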
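Material – MrgX1-expressing HEK293 cells · Input – 15,000 cells seeded per well · Dosing – compound as first of three additions · Times – overnight seeding, then 1 h dark dye loading · Measured by – kinetic Fluo-4 NW fluorescence of intracellular calcium · Read-out – B-scored fluorescence response ratio · Benchmarks – positive and negative control wells on each plate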
TRPC6 inhibitor: inhibitors of mouse TRPC6 channel. 1.1% of 310,000 active. B-score at 10 µM. HEK293-TRPC6, membrane potential dye, ACh-evoked depolarization; hits give low values. Q61143;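 active = B-score under library mean minus 3 SD, initial fluorescence not abnormally high, positive integrated signal ratio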;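 also: B-score derived from integrated fluorescence ratio over the kinetic read; more negative B-score means stronger inhibition of depolarization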
SKKanGAS inh: SKKanGAS growth inhibition. inhibition, % at 7.5 µM. S. pyogenes SKKanGAS, kanamycin growth, BacTiter-Glo, 6 h. 1.3% of 300,000 active;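 active = mean replicate score, as percent of positive control median, at least 50; inconclusive = mean below 50 but one replicate at or above 50; inactive = mean and every replicate below 50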;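 also: strain carries kanamycin resistance gene driven by streptokinase promoter and grows in 40 µg/ml kanamycin; loss of luminescence reflects streptokinase promoter inhibition or plain growth inhibition; 0% = median of DMSO wells and 100% = positive control at its reference dose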
RGS4 pot: potentiators or activators of RGS4; AID 463111; 0.92% of 310,000 active; HEK293 M3R/inducible RGS4, carbachol calcium flux Fluo4; hits give low values; B-score at 10 µM;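 active = B-score of the integrated calcium signal more than 4 SD below the library mean, with starting fluorescence not abnormally high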;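 also: negative B-score means reduced calcium response which marks RGS4 activation or potentiation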
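System: HEK293 FlpIn-TREx cells, stable M3R, doxycycline-inducible RGS4. Timing: overnight RGS4 induction, 30 min dye load 37 °C, 20 min compound RT. Also added: carbachol, ECmax concentration. Measured by: Fluo4 fluorescence kinetic imaging of calcium. Evaluation: integrated calcium ratio converted to B score.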
HIF act: HIF pathway transcriptional activation; U2OS HRE-luciferase reporter, luminescence; normalized: DMSO 0%, desferrioxamine 100%; activation, % at 7.5 µM (by protocol); 0.32% of 300,000 active;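 active = mean activation of at least 10% of the iron chelator positive control signal, with at least half of replicates also reaching 10%; inconclusive = mean and replicate majority disagree about reaching 10%; inactive = mean and most replicates under 10%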
RGS4 inh: human RGS4 inhibition; HEK293 M3R/RGS4 inducible, Fluo-4 calcium flux; hits give high values; triggered by carbachol at its EC20; B-score at 10 µM; 0.45% of 310,000 active;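 active = B-score, a plate-corrected calcium signal, over three deviations above library mean, with baseline fluorescence within five deviations of library mean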;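 also: RGS4 expression induced by doxycycline in cells with stable M3 receptor; B-score is computed from the integrated fluorescence ratio over baseline after carbachol; higher B-score means a larger calcium signal and so more RGS4 inhibition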
Target sequence (P49798 whole entry, looked up): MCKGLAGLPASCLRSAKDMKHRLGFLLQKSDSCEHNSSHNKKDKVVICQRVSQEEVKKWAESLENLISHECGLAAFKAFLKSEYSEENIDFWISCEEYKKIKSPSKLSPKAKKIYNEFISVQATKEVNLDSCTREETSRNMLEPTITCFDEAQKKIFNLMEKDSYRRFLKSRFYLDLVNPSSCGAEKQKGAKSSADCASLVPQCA
Numbers without * were called inactive; i = inactive; ? = inconclusive; nt = not tested or not shown.

structure	HIF act	SKKanGAS inh	TRPC6 inhibitor	MrgX1 antag	TRPC4 block	RGS4 pot	RGS4 inh	MrgX1 ag	Platelet DG rel	TRPC6 activator	MrgX1 PAM
COc1ccc(Cc2nnc(NC(=O)C3CC(=O)N(c4ccccc4C)C3)s2)cc1OC (stereo not drawn)	-1.3	-1	i	i	i	i	i	i	1	i	i
O=C(CSCc1cccc(CSCC(=O)Nc2ccc3ccccc3c2)n1)Nc1ccc2ccccc2c1	-0.1	2	i	i	i	i	i	i	0	i	i
Cc1cc(C)c2c3c(cn2n1)c(=O)n(C)c(=O)n3C	0.3	-4	i	i	i	i	i	i	3	i	i
Cc1ccc2ccc3cccnc3c2n1	1.9	43	-5.8*	i	i	i	i	i	0	i	i
Cc1[nH]nc(SCC(=O)N(C)c2ccccc2)c1[N+](=O)[O-]	-0.2	5	i	i	i	i	i	i	-2	i	i
NNC(=O)c1sc(-c2ccccc2)cc1N	1.1	7	i	i	i	i	i	i	3	i	i
Cc1cc(C)n(CCNC(=O)CC2C(=O)NCCN2CC2CCCCC2)n1 (stereo not drawn)	-0.2	7	i	i	i	i	i	i	3	i	i
Cc1cc(C(=O)OCC(=O)Nc2cccc(S(=O)(=O)N(C)C)c2)c2ccccc2n1	0.1	1	i	i	i	i	i	i	18	i	i
CC1CCN(CCNC(=O)c2ccc(NC(=O)C3CCCO3)cc2)CC1 (stereo not drawn)	0.4	0	i	i	i	i	i	i	-2	i	i
CCCCNC(=O)Nc1c(C)cc(SC#N)cc1C	-0.1	-9	i	i	i	i	i	i	-1	i	i
COc1cc(CNCCCCO)ccc1OCc1ccccc1F	3.1	1	i	i	i	i	i	i	5	i	i
CCc1ccc(-n2c(=O)c3c(C)c(C(=O)N(C)C)sc3n(CC(=O)NCc3ccco3)c2=O)cc1	-0.1	-4	i	i	i	i	i	i	-1	i	i
C=CCn1c(O)c(N=Nc2nc3ccccc3c(=O)n2-c2ccccc2)c2ccccc21	0.9	1	i	i	i	i	i	i	-28	i	i
CCOC(=O)C1CCN(C(=O)CCCn2nc(C)c3c(C)n(-c4ccc(C)cc4)nc3c2=O)CC1	-0.2	0	i	i	i	i	i	i	-1	i	i
CC1(C)CC(CCNS(=O)(=O)c2ccccc2)(c2ccccc2)CCO1 (stereo not drawn)	-0.2	16	i	i	i	i	i	i	10	i	i
CSCCC(NC(=O)c1cc([N+](=O)[O-])cc([N+](=O)[O-])c1)c1nc2ccccc2[nH]1 (stereo not drawn)	0.0	15	i	i	i	i	i	i	3	i	i
C=CCOC(=O)C(C#N)c1nc2ccccc2nc1N1CCN(Cc2ccccc2)CC1 (stereo not drawn)	nt	nt	i	i	i	i	i	i	nt	i	i
CC(C)OC(=O)CSc1nnc(-c2ccccn2)n1N	-0.3	-6	i	i	i	i	i	i	11	i	i
Cc1cc(C)n2c(SCC(=O)N(C)C3CCCCC3)nnc2n1	0.3	2	i	i	i	i	i	i	2	i	i
COc1ccc(S(=O)(=O)N2CCOCC2)cc1NC(=O)COC(=O)c1ccc(C)s1	-0.3	4	i	nt	i	i	i	nt	-1	i	nt
CCOC(=O)C1=C(C)S/C(=C\N(C)C)C1=O	-0.1	-7	i	i	i	i	i	i	15	i	i
c1coc(C2=NCCc3ccccc32)c1	0.3	-16	i	i	i	i	i	i	-4	i	i
COc1ccc(OC)c(S(=O)(=O)N2CCC(C(=O)N3CCCCCC3)CC2)c1	0.0	2	i	i	i	i	i	i	-2	i	i
CCN(CC)CCn1cnc2c([nH]c3cccc(OC)c32)c1=O	-0.1	-2	i	i	i	i	i	i	7	i	i
O=C(Cc1ccc(Cl)cc1)NCCS(=O)(=O)N1CCN(c2ccccc2)CC1	0.4	0	i	i	i	i	i	i	32	i	i
COc1cccc(CN(C)CC(=O)Nc2sc3c(c2C#N)CCC3)c1OC	-0.4	12	i	i	i	i	i	i	-3	i	i
O=C(Nc1ccnn1C1CCN(Cc2ccc3nonc3c2)CC1)c1cccc(F)c1	0.1	0	i	i	i	i	i	i	1	i	i
OC1(c2ccccc2)c2ccccc2-c2ncccc21 (stereo not drawn)	-0.4	5	i	i	i	i	i	i	8	i	i
COc1ccc(C2CC(=O)N3CN(c4ccc(C)c(Cl)c4)CSC3=C2C#N)cc1OC (stereo not drawn)	1.4	4	i	i	-6*	i	i	i	?	i	i
COCc1cnc(C)nc1N	-0.4	15	i	i	i	i	i	i	4	i	i
COc1ccccc1NC(=O)Nc1nc(CC(=O)Nc2ccc(F)c(F)c2)cs1	1.0	2	i	i	i	i	i	i	-3	i	i
Cc1ccc(C(=O)NCC(=O)OCC(=O)c2ccc(Cl)s2)cc1	-0.2	-4	i	i	i	i	i	i	5	i	i
O=C(Nc1c(F)cc(F)cc1Br)c1cc(S(=O)(=O)N2CCN(c3ccccn3)CC2)ccc1F	-0.4	-3	i	i	i	i	i	i	0	i	i
O=C(NN=C1CCN(Cc2ccccc2)CC1)c1cccc(S(=O)(=O)Nc2ccccc2Cl)c1	-0.4	-3	i	i	i	i	i	i	-7	i	i
CCOc1ccc(C(=O)Cc2ccc3oc(C(=O)O)cc3c2)c(O)c1	-15	-1	i	i	i	i	i	i	-3	i	i
O=C(O)c1cccc2c1/C(=N/O)c1ccccc1-2	0.0	-14	i	i	i	i	i	i	-10	i	i
Cn1c(SCC(=O)NC2CCCCC2)nnc1-c1ccncc1	-0.2	-3	i	i	i	i	i	i	10	i	i
S=c1[nH]nc(-c2ccco2)n1/N=C/c1c(Cl)cccc1Cl	-0.6	13	i	i	i	i	i	i	2	i	i
O=C(CCN1C(=O)/C(=C/c2ccccc2Cl)SC1=S)NN1CCOCC1	0.3	-1	i	i	i	i	i	i	-1	i	i
Nc1ccc(CCS(N)(=O)=O)cc1	-0.8	1	i	i	i	i	i	i	-13	i	i
C=CCOc1ccccc1CNc1cccc(F)c1	0.5	0	i	i	i	i	i	i	-10	i	i
CCOC(=O)/C(C#N)=C\C1=C(N2CCOCC2)CC(C)(C)OC1	-0.1	1	i	i	i	i	i	i	0	i	i
Cc1cccc(C)c1NC(=O)CN(C)C(=O)c1ccc(COc2ccccc2)cc1	1.4	17	i	i	i	i	i	i	-17	i	i
COC(=O)c1ccc(S(=O)(=O)N2CCC(O)CC2)n1C	-0.9	2	i	i	i	i	i	i	-3	i	i
CCC(C)N(C(=O)CSc1nnc(COc2ccccc2F)n1N)C1CCS(=O)(=O)C1 (stereo not drawn)	-0.2	-3	i	i	i	i	i	i	-12	i	i
C/C(=N\Nc1nc(C)cc(-c2ccccc2)n1)c1ccc(C)o1	0.8	2	i	i	i	i	i	i	11	i	i
COc1ccc(NC(=O)c2ccc(NS(=O)(=O)c3c(C)noc3C)cc2)cc1OC	-0.2	7	i	i	i	i	i	i	0	i	i
O=C(CSCc1ccccc1F)NCc1ccc(F)cc1	2.2	-3	i	i	i	i	i	i	0	i	i
CC1CCCC(C)N1NC(=O)Cc1ccccc1 (stereo not drawn)	0.5	0	i	i	i	i	i	i	-7	i	i
CC(=O)NC(CC(=O)NC1CCCCCC1)c1ccccc1 (stereo not drawn)	0.3	9	i	i	i	i	i	i	-4	i	i
COc1ccc2[nH]cc(CCNC(=O)Cc3ccc(Br)cc3)c2c1	-1.2	-6	i	i	i	i	i	i	1	i	i
NC(=O)c1nc(-c2ccco2)nc2c1[nH]c(=O)n2-c1ccc(Cl)c(Cl)c1	0.5	-3	i	i	i	i	i	i	3	i	i
CC(=O)c1cccc(CN2CCN(CCc3ccccc3)C(CCO)C2)c1 (stereo not drawn)	-0.1	2	i	i	i	i	i	i	-24	i	i
Cc1cc(C)c(C#N)c(N2CCN(c3ccccc3F)CC2)n1	-2.4	50*	i	i	i	i	i	i	8	i	i
CN(C)S(=O)(=O)c1cc(NC(=O)CN2CCN(c3ccc(O)cc3)CC2)ccc1Cl	0.6	-1	i	i	i	i	i	i	-11	i	i
Cc1cc(C)c(S(=O)(=O)c2cccc(C(F)(F)F)c2)c(=O)[nH]1	0.3	-2	i	i	i	i	i	i	1	i	i
Cc1onc(-c2ccccc2)c1C(=O)Nc1c(C)n(C)n(-c2ccccc2)c1=O	0.1	-1	i	i	i	i	i	i	21	i	i
CCN(CC(=O)Nc1ccc(OC)cc1)C(=O)CCc1nc2ccccc2c(=O)[nH]1	-0.2	5	i	i	i	i	i	i	-3	i	i
CCn1nnc(-c2ccccc2NC(=O)c2ccc(-n3cnnn3)cc2)n1	-0.1	-1	i	i	i	i	i	i	-3	i	i
Cc1c(Cl)cccc1Nc1nc(N)nc(CN2CCCCCC2)n1	-0.2	3	i	i	i	i	i	i	-23	i	i

Continued:
structure	HIF act	SKKanGAS inh	TRPC6 inhibitor	MrgX1 antag	TRPC4 block	RGS4 pot	RGS4 inh	MrgX1 ag	Platelet DG rel	TRPC6 activator	MrgX1 PAM
S=C(Nc1ccc(Cl)c(Cl)c1)NN1CCOCC1	-4.0	-3	i	i	i	i	i	i	3	i	i
COc1ccc(-n2ccnc2CN2CCN(C3CCCC3)C(CCO)C2)cc1 (stereo not drawn)	-0.4	7	i	i	i	i	i	i	5	i	i
O=C(CSc1ncnc2scc(-c3ccccc3)c12)NCc1ccc2c(c1)OCO2	-0.1	44	i	i	i	i	i	i	-3	i	i
COc1cccc(/C=C/C(=C2/C(=O)N(c3ccccc3)N=C2C)c2ccccc2)c1OC	0.4	-6	i	i	i	i	i	i	12	i	i
